Bioassay records as filed in PubChem.
All columns: NCI-60 one-dose screen, growth in % after 48 h at 10 µM unless noted; 100 = growth as untreated, 0 = no growth, -100 = all killed.
HCT-15: HCT-15 colon cancer; 82,000 tested, 5.2% active; AID 1794746
COLO 205: COLO 205 colon cancer; 79,000 tested, 7.3% active; AID 1794742
HCT-116: HCT-116 colon cancer. 82,000 tested, 7.3% active
NCI-H522: NCI-H522 lung cancer; 78,000 tested, 8% active
NCI-H460: NCI-H460 lung cancer | 82,000 tested, 6.8% active | AID 1794736
NCI-H226: NCI-H226 lung cancer. 79,000 tested, 3.5% active
NCI-H322M: NCI-H322M lung cancer; AID 1794733; 80,000 tested, 2.7% active
NCI-H23: NCI-H23 lung cancer; AID 1794731; 80,000 tested, 4% active
NCI/ADR-RES: NCI/ADR-RES ovarian cells; AID 1794790; 81,000 tested, 4.4% active
An asterisk follows results filed as active; . = not tested or not shown. The calls were made as follows: active = growth percent below 10; inactive = the rest.

Each structure is followed by: NCI-H226, NCI-H522, HCT-15, NCI/ADR-RES, NCI-H460, NCI-H322M, NCI-H23, HCT-116, COLO 205
1. COc1cccc2c1OC1(CCN(Cc3ccccc3)CC1)N1N=C(c3ccc(F)cc3)CC21 (stereo not given)
  82, 87, 100, 91, 99, 96, 86, 101, 104
2. COc1cc(C=O)ccc1OC(=O)c1cc(-c2ccc(Cl)cc2)n(-c2ccc(S(C)(=O)=O)cc2)n1
  90, 80, 81, 91, 101, 96, 88, 95, 123
3. Cc1ccc(Nc2cc(C)nc(N)n2)cc1
  99, 88, 105, 99, 107, 100, 94, 91, 117
4. COc1cc(F)c(/C=C/c2cc(/C=C/c3cc(OC)c(OC)cc3F)on2)cc1OC
  57, 62, 82, 89, 72, 96, 79, 60, 80
5. N#CC1=C(N)Oc2ccc(O)cc2C1c1c[nH]c2ccccc12 (stereo not given)
  88, 85, 103, 98, 103, ., 97, 92, 126
6. CCN1[C@@H]2CC[C@H]1/C(=C\c1cc(OC)ccc1OC)C1=C2[C@@H](c2cc(OC)ccc2OC)C(C#N)=C(N)O1
  96, 72, 101, 92, 103, 94, 103, 78, 80
7. CCCCC(CC)COC(=O)CC(C(=O)OCC(CC)CCCC)S(=O)(=O)O (stereo not given)
  100, 95, 106, 100, 112, 110, ., 109, 119
8. C=CCOC(=O)COc1ccc(OC)cc1
  98, 108, 100, 102, 106, 95, 103, 108, 96
9. CCCCCCNC(=O)Oc1ccc(/C(=C(/CC)Cc2ccccc2)c2ccc(OCCCN(C)C)cc2)cc1
  95, 89, 15, 72, 40, 89, 79, 40, 66
10. Brc1ccc(C2CC(c3cccc(Nc4ccncc4)c3)=NN2c2ccccc2)cc1 (stereo not given)
  95, 87, 13, 79, 0.7*, 87, 86, 77, 0.2*
11. O=C1OCC2=C1C(c1cccc(C(F)(F)F)c1)c1cc3c(cc1N2CCO)CCC3 (stereo not given)
  40, -18*, 6.2*, 18, 3.4*, 45, 26, 4.2*, -55*
12. CCCCCCCCCCSCC(N)C(=O)O (stereo not given)
  114, 102, 103, 119, 113, 118, 117, 111, 105
13. CC(C)c1ccc(/C=C/C(=O)Nc2ncc(Cc3ccccc3Cl)s2)cc1
  93, 77, 37, 61, 28, 79, 88, 46, 47
14. FC(F)(F)c1cccc(Nc2nc(-c3ccccc3)nc3ncccc23)c1
  ., 73, 18, 86, 21, 88, 90, 29, -75*
15. O=C1c2ccccc2C(=O)N1CC1CC2C=CC1C2 (stereo not given)
  92, 85, 93, 100, 105, ., 96, 101, 98
16. CCOC(=O)c1c(NC(=O)c2ccc(C(F)(F)F)cc2)sc2c(CN(C)C)c(O)ccc12
  95, 91, 98, 103, 103, 107, 97, 102, 111
17. O=C(Nc1cccc(Cl)c1)Nc1cccc(Cn2c(=O)[nH]c3ccc(Oc4ncccn4)cc3c2=O)c1
  64, 26, 81, 95, 43, 66, 33, 23, 48
18. CCn1c(Sc2nnc(NC(C)=O)s2)nc2c1c(=O)n(C)c(=O)n2C
  94, 94, 97, 90, 103, 97, 82, 97, .
19. CC(=O)N1N=C(c2ccc(Nc3nc(Nc4ccc(F)cc4)nc(Nc4ccc(Cl)cc4)n3)cc2)CC1c1ccco1 (stereo not given)
  ., 78, 70, 63, 73, 87, 76, 60, 63
20. FC(F)(F)c1ccc(Nc2nnc(-c3ccc(Cl)cc3)o2)cc1
  100, 57, 101, 103, 103, 110, 91, 92, 101

The list goes on; it opens with the two that closed the last part.
Each structure is followed by: NCI-H226, NCI-H522, HCT-15, NCI/ADR-RES, NCI-H460, NCI-H322M, NCI-H23, HCT-116, COLO 205
19. CC(=O)N1N=C(c2ccc(Nc3nc(Nc4ccc(F)cc4)nc(Nc4ccc(Cl)cc4)n3)cc2)CC1c1ccco1 (stereo not given)
  ., 78, 70, 63, 73, 87, 76, 60, 63
20. FC(F)(F)c1ccc(Nc2nnc(-c3ccc(Cl)cc3)o2)cc1
  100, 57, 101, 103, 103, 110, 91, 92, 101
21. COc1ccc(-n2nc(C(=O)Nc3ccc(F)cc3)nc2-c2cc(OC)c(OC)c(OC)c2)cc1
  79, ., 82, 85, 98, 79, 93, 81, 102
22. Cn1cc(-c2nonc2-c2c[nH]c3ccc(F)cc23)c2cc(Br)ccc21
  80, 15, 30, 42, 20, 45, 53, 35, 54
23. COc1ccc(C(=O)C(C)C(C)=O)c(OCc2ccccc2)c1OC (stereo not given)
  108, 103, 104, 107, 99, 123, 96, 104, 127
24. CC1(/C=N/NC(N)=O)NC(=O)NC1=O (stereo not given)
  98, 81, 110, 113, 108, 101, 100, 99, 100
25. COc1cc(/C=N/NC(=O)c2cnn3c2NC(c2ccccc2)C3)ccc1OCc1ccccc1 (stereo not given)
  40, 19, 2.4*, 35, -54*, 29, 33, -15*, -2.3*
26. COc1cc2oc(-c3cccc(NC(=O)c4ccc5c(c4)OCO5)c3)cc(=O)c2c(O)c1OC
  45, 59, 100, 85, 83, 84, 87, 79, 98
27. CCOC(=O)c1cn[nH]c1N
  95, 64, 94, 97, 98, 99, 98, 105, 99
28. Cc1ccc(-c2csc(NC(=O)c3cc(-c4ccc(Cl)cc4)nc4ccccc34)n2)cc1
  92, 80, 66, 106, ., 91, 85, 90, 97
29. CCN(CC)CCOC(=O)c1cc(Cl)cc(-c2ccccc2)c1O
  92, 100, 106, 98, 103, 90, 98, 104, 115
30. O=C1CCC(Nc2ccc(Cl)cc2Cl)N1c1cccs1 (stereo not given)
  105, 100, 102, 106, 107, 99, 103, 97, 121
31. Cc1c(C(N)=O)sc2c1c(=O)n(Cc1ccccc1)c1nnc(S(=O)(=O)CC(=O)Nc3ccc(Cl)cc3)n21
  -4.7*, 17, 73, 108, -21*, 35, 43, 15, 47
32. O=c1[nH]c(NCCS(=O)(=O)O)nc2sc3c(c12)CCCC3
  93, 74, 101, 101, 98, 98, 102, 110, 104
33. COc1ccc(-c2nc(SC)nc(N3CCOCC3)c2C#N)cc1
  95, 84, 94, 94, 109, 102, 99, 103, 99
34. COc1ccc2cc(-c3ccc(C(=O)N/N=C/c4ccc(O)cc4)c(C)n3)ccc2c1
  91, 52, 75, 89, 97, 88, 92, 83, 31
35. COC(=O)C1(O)NC(=C(C#N)C#N)C(C#N)=C1C(=O)c1ccc(OC)cc1 (stereo not given)
  80, 89, 102, 100, 97, 96, 91, 93, 105
36. COc1cc2c(=O)n(C3CCCCCC3)c3c4cc[nH]c4ncc3c2cc1OC
  44, 65, 63, 89, 72, 89, 77, 73, 80
37. N=C(N)c1ccc(N=Nc2ccc(N)cc2N)cc1
  88, 103, 99, 108, 108, 104, 107, 104, 111
38. CC(C)COC(=O)c1ccc([N+](=O)[O-])cc1
  105, 78, 100, 100, 106, 89, 102, 79, 104
39. CC(=O)CC(=O)Nc1cccnc1
  102, 102, 93, 109, 106, ., ., 100, 107
40. O=C(Nc1ccc(O)cc1)Nc1ccc(O)cc1
  90, 100, 98, 97, 98, 104, 96, 121, 112

Shown with bars between the fields: 8 of the compounds above
entry | Molecule | NCI-H226 | NCI-H522 | HCT-15 | NCI/ADR-RES | NCI-H460 | NCI-H322M | NCI-H23 | HCT-116 | COLO 205
21 | COc1ccc(-n2nc(C(=O)Nc3ccc(F)cc3)nc2-c2cc(OC)c(OC)c(OC)c2)cc1 | 79 | . | 82 | 85 | 98 | 79 | 93 | 81 | 102
22 | Cn1cc(-c2nonc2-c2c[nH]c3ccc(F)cc23)c2cc(Br)ccc21 | 80 | 15 | 30 | 42 | 20 | 45 | 53 | 35 | 54
23 | COc1ccc(C(=O)C(C)C(C)=O)c(OCc2ccccc2)c1OC (stereo not given) | 108 | 103 | 104 | 107 | 99 | 123 | 96 | 104 | 127
24 | CC1(/C=N/NC(N)=O)NC(=O)NC1=O (stereo not given) | 98 | 81 | 110 | 113 | 108 | 101 | 100 | 99 | 100
25 | COc1cc(/C=N/NC(=O)c2cnn3c2NC(c2ccccc2)C3)ccc1OCc1ccccc1 (stereo not given) | 40 | 19 | 2.4* | 35 | -54* | 29 | 33 | -15* | -2.3*
26 | COc1cc2oc(-c3cccc(NC(=O)c4ccc5c(c4)OCO5)c3)cc(=O)c2c(O)c1OC | 45 | 59 | 100 | 85 | 83 | 84 | 87 | 79 | 98
27 | CCOC(=O)c1cn[nH]c1N | 95 | 64 | 94 | 97 | 98 | 99 | 98 | 105 | 99
28 | Cc1ccc(-c2csc(NC(=O)c3cc(-c4ccc(Cl)cc4)nc4ccccc34)n2)cc1 | 92 | 80 | 66 | 106 | . | 91 | 85 | 90 | 97

The listing continues.
Each structure is followed by: NCI-H226, NCI-H522, HCT-15, NCI/ADR-RES, NCI-H460, NCI-H322M, NCI-H23, HCT-116, COLO 205
41. COc1cc(-c2c(-c3ccccc3)c[nH]c2C(=O)NCCCO)cc(OC)c1OC
  97, 93, 104, 102, 102, 104, 102, 96, 129
42. OCc1cc(CN2CCC(N3CCOCC3)CC2)c(O)c2ncccc12
  54, 72, 28, 65, 50, 67, 84, 33, 62
43. Cn1c(=O)c2c(nc(OCc3ccccc3)n2C)n(C)c1=O
  98, 98, 108, 104, 104, 111, 108, 109, 104
44. O=C(O)CN1CCc2c(sc3ncnc(N/N=C/c4ccccc4Br)c23)C1
  99, 104, 110, 111, 104, ., 102, 105, 113
45. COc1cc2c3cc1Oc1c(OC)c(OC)cc4c1[C@@H](Cc1ccc(O)c(c1)Oc1ccc(cc1)C[C@@H]3N(C)CC2)N(C)CC4
  94, ., 87, 107, 100, 91, 103, 65, 83
46. O=C(CNc1ccc(Cl)cc1)Nc1ccc(-c2nc3ccccc3s2)cc1
  58, -94*, -14*, 65, 87, 80, 39, 23, 47
47. COc1cc2nc(NC(=O)c3ccc(Oc4ccc(Cl)nn4)c(OC)c3)sc2cc1OC
  114, 98, 101, 116, 103, 111, 102, 98, 119
48. O=C(O)c1ccc(/C=N/NC(=O)c2cccc3ccccc23)cc1
  96, 110, 101, 109, 105, 120, 113, 112, 121
49. CS(=O)(=O)c1ccc(C(=O)Nc2ccc(Cl)c(-c3ccccn3)c2)c(Cl)c1
  17, 2.5*, 23, 11, -46*, 52, 27, 12, 6.4*
50. CC1CC(O)CC(C)(C)C1.CC1CC(O)CC(C)(C)C1.CC1CC(O)CC(C)(C)C1.CC1CC(O)CC(C)(C)C1.[Ti] (stereo not given)
  97, 112, 110, 99, 109, 105, 104, 99, 108
51. COc1ccc(/C=C2\Sc3c(Br)cccc3C2=O)cc1
  72, 84, 87, 89, 98, 80, 92, 91, 100
52. CC(=O)Nc1c(C)cc(O)cc1C
  103, 87, 100, 101, 106, ., 96, 98, 104
53. COc1ccc(CCn2c(=O)sn(CCCl)c2=O)cc1
  103, 95, 106, 104, 105, 98, 90, 106, 115
54. CNC(=O)c1cc(-c2ccc(NC(=O)Nc3ccc(F)cc3)cc2)nc2cccnc12
  89, ., 105, 104, 106, 103, 100, 102, 103
55. COc1ccc(-c2nc(N3N=C(c4ccc(F)cc4)CCC3=O)n(C)c(=O)c2C#N)cc1OC
  91, 91, 108, 107, 106, 97, 101, 104, 107
56. Nc1nc(Nc2ccc(Cl)cc2)n(Cc2cccc(Br)c2)n1
  -13*, -46*, -53*, -25*, -66*, 12, -38*, -58*, -69*
57. COC(=O)[C@@H](Cc1c[nH]c2ccccc12)NC(=O)[C@H](Cc1ccccc1)NCc1cccs1
  88, 76, 90, 89, 102, 100, 93, 94, .
58. O=C1NC(=S)NC(=O)C1=Cc1cc(-c2ccc(Cl)cc2)n(-c2ccccc2)n1
  80, 78, 66, 90, 96, 87, 87, 72, 103
59. Fc1cccc(CN2CCN(c3nc(NCCN4CCOCC4)ncc3Br)CC2)c1
  96, 85, 97, 83, 99, 94, 98, 94, 95
60. CCCCN(CCCC)CCCCNc1c(C)cnc2cc(Cl)ccc12
  90, 106, 91, 91, 88, 94, 85, 82, 90
61. N#Cc1c(N)nc2c(c1N)C(c1cccc([N+](=O)[O-])c1)C1=C(CCCC1=O)N2c1sc2c(c1C#N)CCCC2 (stereo not given)
  103, 85, 105, 103, 119, 105, 102, 94, 102
62. COc1ccc(-c2[nH]c(=S)[nH]c(=O)c2Br)cc1
  114, 95, 97, 97, 107, 106, 93, 94, 108
63. COc1ccc2[nH]c(=O)cc(-n3ncc(/C(C)=N/Nc4ccc(S(N)(=O)=O)cc4)c3C)c2c1
  92, 88, 96, 101, 103, 95, 94, 110, 118
64. O=C(C[C@]1(O)C(=O)Nc2ccc(Br)cc21)c1ccc[nH]1
  92, 85, ., 106, 110, 100, 103, 91, 104
65. CCN(CC)CCN=Cc1ccccc1OC
  106, 105, 105, 104, 108, ., ., 98, 108
66. CCCCn1c(=O)c(-c2cc(-c3ccc(Cl)cc3)nc(-c3ccc(Cl)cc3)c2)cc2cc(C)ccc21
  105, 95, 101, 104, 106, 96, 101, 100, 111
67. CC1=NN(Cc2nc(-c3ccccc3)n[nH]2)C(=O)C1
  106, ., 103, 97, 107, 104, 97, 98, 101
68. C[C@]12CCC3c4ccc(O)cc4C[C@@H](CCCCCCCCCS(=O)CCCC(F)(F)C(F)(F)F)C3C1CC[C@@H]2O (stereo not given in full)
  94, ., 72, 70, 68, ., 85, 71, 94

Rows were taken by chance; overall some 13% were active at least once.
